# Source: PubChem
# STK33 inh = blocks human STK33 kinase activity; purified STK33, MBP phosphorylation, ADP-Glo luminescence; AID 2661; inhibition, % at 10 µM; Q9BYT3; actives 0.073% (n = 320,000);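 active = inhibition at or above 25%, using the most active replicate where run in duplicate; inactive = inhibition below 25%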
# Target sequence (Q9BYT3 whole entry, looked up): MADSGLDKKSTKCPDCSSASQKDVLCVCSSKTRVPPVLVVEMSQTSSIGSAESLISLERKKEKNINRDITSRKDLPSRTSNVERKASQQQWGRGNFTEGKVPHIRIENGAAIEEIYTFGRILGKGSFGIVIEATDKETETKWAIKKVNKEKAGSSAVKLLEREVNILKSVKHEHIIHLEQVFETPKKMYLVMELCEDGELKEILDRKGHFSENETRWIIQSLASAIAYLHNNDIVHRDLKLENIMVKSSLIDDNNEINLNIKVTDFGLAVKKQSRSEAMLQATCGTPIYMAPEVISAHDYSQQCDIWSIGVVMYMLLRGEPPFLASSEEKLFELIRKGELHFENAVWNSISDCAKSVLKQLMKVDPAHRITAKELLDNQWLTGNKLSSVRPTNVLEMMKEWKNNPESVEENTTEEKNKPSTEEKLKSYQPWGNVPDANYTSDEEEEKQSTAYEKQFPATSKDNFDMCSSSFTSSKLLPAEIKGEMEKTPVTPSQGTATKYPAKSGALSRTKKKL
# KCNQ2 inh = KCNQ2 channel blockers in CHO-K1 cells – cell-based, FluxOR thallium flux, B-score, primary screen (AID 2156) | O88943 | 20 min; hits give low values | B-score at 10 µM | actives 1.1% (n = 310,000);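 active = fluorescence ratio B-score at most minus 3 library SDs, with starting brightness B-score within 2 library SDs, cut at about -5.5 in these data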
# OX1R antag = OX1R (human) antagonism. O43613. OX1R-expressing cells, FRET antagonist read-out. inhibition, % at 6.6 µM. actives 1.8% (n = 330,000). AID 485270; in the data active = inhibition mostly above about 38%, no sharp cut-off; inactive = mostly below about 40%;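 note: 0% = agonist challenge alone and 100% = reference antagonist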
# Target sequence (O43613 whole entry, looked up): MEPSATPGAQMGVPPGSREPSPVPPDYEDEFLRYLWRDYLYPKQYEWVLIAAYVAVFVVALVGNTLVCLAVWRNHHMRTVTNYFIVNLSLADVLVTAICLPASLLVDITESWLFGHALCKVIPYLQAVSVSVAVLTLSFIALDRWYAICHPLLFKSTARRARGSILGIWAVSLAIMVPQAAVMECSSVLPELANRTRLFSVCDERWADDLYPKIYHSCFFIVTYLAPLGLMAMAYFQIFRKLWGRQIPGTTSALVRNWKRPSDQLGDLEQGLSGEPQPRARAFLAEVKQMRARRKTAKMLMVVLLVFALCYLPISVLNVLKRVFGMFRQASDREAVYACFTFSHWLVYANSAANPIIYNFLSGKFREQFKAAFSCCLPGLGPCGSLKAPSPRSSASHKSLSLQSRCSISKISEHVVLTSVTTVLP
# An asterisk follows results filed as active; i = inactive; / = no result given.
SMILES,STK33 inh,KCNQ2 inh,OX1R antag
COc1ccccc1NC(=O)CSc1nnc(COc2ccc(Cl)cc2)o1,-0.8,i,16
COc1cccc(-c2csc(N3CCN(CC(=O)NNC(=O)c4ccc(Br)cc4)CC3)n2)c1,-0.1,i,28
CCn1nc(NS(=O)(=O)c2ccc([N+](=O)[O-])cc2)c2cc3ccccc3nc21,-0.6,i,23
Cc1ccccc1C(=O)c1c[nH]c(C(=O)NCc2cccs2)c1,-1.1,i,11
O=C1c2ccccc2C(=O)N1CCn1ccnc1,-0.2,i,2
CCN(CC)c1ccc2c(Nc3ccccc3)c(C=O)c(=O)oc2c1,0.1,i,6
OC(COc1ccc(CNCCc2ccccc2F)cc1)CN1CCCCC1 (stereo not given),0.7,i,11
COc1ccc(C(=O)Nc2ccccc2NC(=O)c2ccc(OC)cc2)cc1,-1.3,i,10
COc1ccc(-c2c[nH]c(=O)[nH]c2=O)cc1OC,1.5,i,10
Cc1nn(CCC(=O)NNC(=S)Nc2ccc(Cl)cc2)c(C)c1[N+](=O)[O-],-0.4,i,1
COc1ccccc1/C=C/C1(C(=O)NC2CCCC2)CC(=O)N1c1ccc(C)cc1 (stereo not given),-3.4,i,23
CC1CCN(C(=O)CSCC(=O)Nc2nc(-c3cccs3)cs2)CC1,-2.5,i,7
CCOC(=O)c1cc2c(=O)n3ccccc3nc2n(C(C)C)c1=NC(=O)c1ccncc1,0.4,i,43
COc1ccc(CN2CCN(Cc3ccco3)CC2)c(OC)c1,-1.5,i,2
CC(C)Oc1ccc(C(=O)Nc2cccc(S(=O)(=O)N3CCCC3)c2)cc1,-0.7,/,11
COCc1cc(SC2CCCCC2)nc(C)n1,-1.4,i,9
COc1cc(C(=O)NCc2nnc(SCC(=O)Nc3ccc4c(c3)OCO4)o2)cc(OC)c1OC,-2.1,i,12
Cc1ccc(S(=O)(=O)Nc2cc(C(=O)NCCN(C)C)ccc2N2CCCCC2)cc1,-0.5,/,18
O=C(NCCOc1ccccc1)c1ccccc1SCC(=O)N1CCCC1,-0.9,/,4
Cc1cc(C)c2cc(C(=O)N3CCc4ccccc4C3)[nH]c2c1,-0.7,i,5
Cc1ccc(-c2noc(CCC(=O)Nc3ccc(C)cn3)n2)cc1,0.7,i,7
CC1Cc2ccccc2N1C(=O)c1cnc2n(c1=O)CCS2 (stereo not given),-1.6,i,4
O=C(Nc1cccc(Cl)c1)N(CCN1CCOCC1)Cc1cccc(Cl)c1,-1.0,-7.3*,4
Cc1ccc(CNC(=O)CCn2c(=O)oc3ccccc32)cc1,-1.6,i,16
Cc1ccc[n+](CC(=O)c2ccc(Cl)cc2)c1,-0.9,i,20

# Molecules shown so far that have a halogen, in the order listed:
SMILES,STK33 inh,KCNQ2 inh,OX1R antag
COc1ccccc1NC(=O)CSc1nnc(COc2ccc(Cl)cc2)o1,-0.8,i,16
COc1cccc(-c2csc(N3CCN(CC(=O)NNC(=O)c4ccc(Br)cc4)CC3)n2)c1,-0.1,i,28
OC(COc1ccc(CNCCc2ccccc2F)cc1)CN1CCCCC1 (stereo not given),0.7,i,11
Cc1nn(CCC(=O)NNC(=S)Nc2ccc(Cl)cc2)c(C)c1[N+](=O)[O-],-0.4,i,1
O=C(Nc1cccc(Cl)c1)N(CCN1CCOCC1)Cc1cccc(Cl)c1,-1.0,-7.3*,4
Cc1ccc[n+](CC(=O)c2ccc(Cl)cc2)c1,-0.9,i,20

# Part of the list above, bar-delimited.
Structure | STK33 inh | KCNQ2 inh | OX1R antag
COc1ccccc1/C=C/C1(C(=O)NC2CCCC2)CC(=O)N1c1ccc(C)cc1 (stereo not given) | -3.4 | i | 23
CC1CCN(C(=O)CSCC(=O)Nc2nc(-c3cccs3)cs2)CC1 | -2.5 | i | 7
CCOC(=O)c1cc2c(=O)n3ccccc3nc2n(C(C)C)c1=NC(=O)c1ccncc1 | 0.4 | i | 43
COc1ccc(CN2CCN(Cc3ccco3)CC2)c(OC)c1 | -1.5 | i | 2
CC(C)Oc1ccc(C(=O)Nc2cccc(S(=O)(=O)N3CCCC3)c2)cc1 | -0.7 | / | 11
COCc1cc(SC2CCCCC2)nc(C)n1 | -1.4 | i | 9

# Following part.
SMILES,STK33 inh,KCNQ2 inh,OX1R antag
COC(=O)C(NC(C)=O)(Nc1cccc(C)n1)C(F)(F)F (stereo not given),-2.2,i,6
O=C1C=C(Nc2cccc3cccnc23)c2ccccc2C1=O,0.1,i,64*
CCOC(=O)CNc1nc(Cl)nc(Nc2ccc(OC)cc2OC)n1,-0.1,i,11
CCOc1ccccc1N1CCN(C(=O)C2=CC=CN3CCS(=O)(=O)N=C23)CC1,-2.0,/,3
O=C(Nc1ccnn1C1CCN(C2CCC2)CC1)c1cccc(F)c1,-0.7,i,2
CCOc1ccc(NC(=O)CN2C(=O)NC3(CCCC3)C2=O)cc1S(=O)(=O)N1CCCCC1,0.1,/,1
COCC(=O)Nc1ccc(C(C)C)cc1,0.4,i,23
O=C(Nc1ccc(NS(=O)(=O)c2ccccc2)cc1)c1ccccc1Cl,0.7,/,12
O=C(c1ccccc1)c1ccc2nc(-c3ccc(NC(=O)c4ccccc4Br)cc3)[nH]c2c1,-0.7,i,14
COc1cc(CC2C(=O)Nc3ccccc32)cc(C)c1O (stereo not given),0.1,i,1
NC1=NC[C@H](Cc2ccccc2)N1CCc1cccc(F)c1,-2.2,i,17
O=C(/C=C/c1ccco1)Nc1ccc2c(c1)OCO2,2.8,i,17
O=C(CCSc1nc2ccccc2o1)N1CCOCC1,-1.4,i,17
COCCOC(=O)C1=C(C)NC2=C(C(=O)CC(C)(C)C2)C1c1ccc(N(C)C)cc1 (stereo not given),-1.7,i,11
CC(C)CC(=O)N1CCN(S(=O)(=O)c2ccc3ccccc3c2)CC1,-1.9,i,9
C=CCN(C(=O)CCC(=O)Nc1cc(C)on1)C(C(=O)NC(C)(C)C)c1cccc(OC)c1OC (stereo not given),1.9,i,11
OC(CN1CCN(c2ccccc2)CC1)Cn1c2ccccc2c2ccccc21 (stereo not given),-0.3,i,-11
C[C@H]1[C@H](C)CC[C@]2(C)CC[C@]3(C)C(=CC[C@@H]4[C@@]5(C)CC[C@@H](O)[C@](C)(C(=O)O)[C@@H]5CC[C@]43C)[C@H]12,-1.7,-9.2*,10
CCOc1ccc(C(=O)NC(=S)Nc2ccc(NC(=O)c3ccco3)c(C)c2)cc1[N+](=O)[O-],-1.8,i,31
CC(=O)Nc1ccc(S(=O)(=O)NCCC(=O)N2CCCCC2)cc1,1.2,i,2
O=C(Cc1cccs1)NCc1ccc2c(c1)OCO2,-1.4,i,7
O=C(N/C(=C/c1cccnc1)C(=O)N1CCOCC1)c1ccccc1F,-3.8,i,3
Cn1ncc2c(Nc3ccc4ccccc4c3)ncnc21,1.3,i,78*
CCc1ccc(CNC(=O)Cn2nc(-c3ccc(C)cc3)ccc2=O)cc1,-1.2,i,9
C[C@H]1C=C(C(=O)N2CCOCC2)O[C@@H](OCc2ccc(CO)cc2)C1,0.4,i,33
# The results go on:
SMILES,STK33 inh,KCNQ2 inh,OX1R antag
CN(C)CCCNC(=O)COc1ccc(Br)cc1Cl,-1.4,i,15
Cc1nn(-c2ccccc2)c(C)c1NC(=O)COc1cc(F)ccc1[N+](=O)[O-],0.1,/,4
Cc1cccc(NC(=O)c2cc(-c3ccco3)nc3ccccc23)n1,-0.6,i,45
O=C(O)C1CCCCC1C(=O)Nc1ccccc1Nc1ccccc1 (stereo not given),-1.1,i,46
O=C(O)C1Sc2[nH]c(=O)sc2C2c3cc(Cl)ccc3OC(=O)C12 (stereo not given),-0.8,i,0
O=C(OCC(=O)C12CC3CC(CC(C3)C1)C2)c1cnccn1,-0.8,i,11
CCOC(=O)C(=O)Nc1sc(C(=O)N2CCOCC2)c(C)c1C#N,-0.4,i,21
COc1ccc2cc(-c3ccccc3F)ncc2c1,0.3,/,14
CC(=O)c1c(C)[nH]c(C(=O)CSc2nc3ccc(C)cc3[nH]2)c1C,-1.2,i,38
CC1CN(S(=O)(=O)c2ccc(C(=O)Nc3ccc(S(=O)(=O)Nc4nccs4)cc3)cc2)CC(C)O1 (stereo not given),9.4,i,7
CC[N+](CC)(CCO)CCCN1C(=O)C2CC=C(Cl)CC2C1=O (stereo not given),0.2,i,17
Cc1nnc(Nc2ccc(Cl)c(C(F)(F)F)c2)[nH]c1=O,1.0,i,25
COc1ccc(-c2cn3cccnc3n2)cc1NC(=O)C(C)C,-1.1,i,30
COc1ccccc1C(=O)Nc1sc2c(c1C#N)CCC2,0.2,i,19
CCOP(=O)(OCC)c1nc(/C=C/c2ccccc2)oc1NCc1ccccc1,-1.0,i,8
Cc1cc(/C=N/Nc2nc(N)ncc2[N+](=O)[O-])c(C)n1-c1ccccc1F,0.0,i,44*
O=C1CCCN1c1ccc(S(=O)(=O)N2CCN(c3ccccn3)CC2)cc1,-1.4,i,4
COc1ccc(N(CC(=O)Nc2cccc(OC)c2)S(=O)(=O)c2c(C)nn(C)c2C)cc1,-0.9,/,33
CCN=C1S/C(=C\c2cn(C(C)=O)nc2-c2ccccc2)C(=O)N1CC,-0.3,i,31
CCOC(=O)c1nn(-c2ccccc2)c2nnc(Cc3ccc(Cl)cc3)c(=O)n12,-0.9,i,23
COCCN1Cc2cccc(C(=O)Nc3cccc(OC)c3)c2C1=O,0.5,i,45
COc1cc(/C=N/O)ccc1OCc1ccc(C(=O)O)cc1,0.0,i,3
O=C(CSc1ccc(Cl)cc1)Nc1cc(-c2nc3ncccc3o2)ccc1Cl,-0.7,i,6
CC1CC(C)CN(S(=O)(=O)c2ccc3c(c2)CC(=O)N3)C1 (stereo not given),0.1,/,-1
CCN(CCCNC(=O)CCc1nc(-c2ccc(OC)cc2)no1)c1cccc(C)c1,-0.6,i,55*
# The listing continues:
SMILES,STK33 inh,KCNQ2 inh,OX1R antag
CC(C)c1ccc(CN(C(=O)c2cccs2)C2CCS(=O)(=O)C2)cc1 (stereo not given),0.4,i,10
Cc1ccc(CCNC(=O)C2CCC(=O)N(Cc3cccc(F)c3)C2)cc1 (stereo not given),0.4,i,13
COc1ccc(CC(=O)Nc2sc3c(c2C(N)=O)CCCC3)cc1,-0.4,i,-5
COc1ccc(-c2c3c(cc4ncn(Cc5ccccc5)c24)COC3=O)cc1,-1.7,/,10
COCCCNc1nnc(Cc2ccc(Cl)cc2)c(=O)[nH]1,0.6,i,-6
COc1ccc(C(=O)CCS(=O)(=O)c2ccc(F)cc2)cc1OC,-1.4,i,24
c1cnc2ccc(-c3ccc4ncccc4c3)cc2c1,12,i,10
CCCNC(=O)c1onc(CS(=O)(=O)c2cc(C)cc(C)c2)c1C(=O)NCCC,-1.2,/,7
Cc1cccc(OCCOC(=O)c2ccc(F)c(S(=O)(=O)N3CCOCC3)c2)c1,-1.9,/,3
C=CC[C@]12C[C@@H](OC)C(=O)C=C1O[C@@H](c1ccc(OC)c(OC)c1)[C@H]2C,-1.3,i,12
CCS(=O)(=O)c1ccc(C(=O)Nc2ccccc2OC)c(Cl)c1Cl,0.2,i,30
Cc1cc(C(=O)CNCc2ccco2)c(C)n1-c1ccc(F)cc1,-0.4,i,12
Cc1ccc(/C=N/Nc2nncc(-c3ccccc3)n2)o1,-0.4,i,26
COc1ccc(S(=O)(=O)N(C)CC(=O)N2CCN(Cc3ccccc3)CC2)cc1C,-0.5,i,21
COCc1nc2ccccc2n1Cc1ccc(Br)cc1,-2.2,i,15
CCCCCCC/C(C)=N/NC(=O)CC(=O)NCCc1ccccc1,-2.9,i,-2
COc1ccccc1OCCNC(=O)C(CCSC)NC(=O)COc1ccccc1 (stereo not given),-1.6,/,7
CC(C)NC(=O)c1ccc(-c2ccccc2C(F)(F)F)o1,-1.5,i,23
C/C(=N\NC(=O)NC1CCCCC1)C1CCCCC1,0.3,i,7
CNC(=O)c1nn(-c2ccc(C)cc2)ccc1=O,-0.9,i,11
S=C(NCc1ccc2c(c1)OCO2)Nc1ccc2nsnc2c1,0.1,i,40
Cc1cc(/C=C2\SC(=O)N(C)C2=O)c(C)n1-c1ccc(O)cc1,0.2,i,15
CCOC(=O)C1=C(C)NC(=O)NC1c1ccc(OCC(=O)OC)c(OC)c1 (stereo not given),1.3,i,16
NC(=O)c1nn(-c2ccccc2)nc1NC(=O)Cn1nnc(-c2ccccc2)n1,-0.7,i,8
O=C(O)CSc1ncccc1C(=O)O,1.0,i,9
# Further compounds:
SMILES,STK33 inh,KCNQ2 inh,OX1R antag
CCCCNC(=O)c1cc(-c2ccc(F)cc2)on1,-1.8,i,12
Cc1nc2ccc(S(=O)(=O)NCC(=O)N3CCc4ccccc4C3)cc2s1,0.9,i,7
CCC(C)NC(=O)c1cnc2n(c1=O)CCS2 (stereo not given),1.2,/,14
CCOc1ccc(-n2c(SCC(=O)Nc3ccc(CC)cc3)nc3n[nH]c(C)c3c2=N)cc1,-0.3,i,8
Cc1cc(C)cc(C(=O)Nc2cccnc2)c1,-0.1,i,-7
COc1ccc(N(CC(=O)Nc2ccc(Cc3ccncc3)cc2)S(=O)(=O)c2ccccc2)cc1,-0.7,i,11
O=C(O)CC(C(=O)Nc1ccc(F)cc1)C1CCCO1 (stereo not given),-0.7,i,14
CC(C)(C)NC(=O)COC(=O)c1cncc(Br)c1,-0.8,i,5
CCCSCCCNC(=O)CN1C(=O)COc2ccc(S(=O)(=O)N3CCCC3)cc21,/,i,10
O=C(c1ccc2c(c1)OCCO2)N1CCN(Cc2c(F)cccc2Cl)CC1,-1.0,/,5
Cc1cc(Cl)nc(Cl)c1C(=O)NC(=O)NCCC(C)C,-2.4,i,3
Cc1ccccc1N(CC(=O)NC1CCCC1)C(=O)C1(C)CC(=O)N=C2C=CC=CN21 (stereo not given),-2.0,i,11
CCCNC(=O)N[C@@H](CCSC)C(=O)OC,-1.3,i,9
Cc1cc(C(=O)Nc2ccc(S(=O)(=O)N3CCCC3)cc2)cs1,0.6,i,0
S=C(NCc1ccncc1)Nc1ccc(Cl)c(Cl)c1,-0.8,i,7
CC(C(=O)Nc1ccc(N2CCOCC2)cc1)N1C(=O)NC(C)(C)C1=O (stereo not given),0.5,/,4
